# From PubChem
# APOBEC3A inh: inhibitors of human APOBEC3A DNA deaminase. P31941. recombinant A3A, FAM/TAMRA ssDNA deamination fluorescence. inhibition, % at 20 µM. actives 0.41% (n = 330,000);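 active = at least 40% inhibition at 20 µM here, with at most 30% in a related deaminase screen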;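 also: plate controls were A3A with DMSO for no effect and wells lacking A3A enzyme for full effect; some results filed as inactive read as strong as hits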
# Target sequence (P31941 whole entry, looked up): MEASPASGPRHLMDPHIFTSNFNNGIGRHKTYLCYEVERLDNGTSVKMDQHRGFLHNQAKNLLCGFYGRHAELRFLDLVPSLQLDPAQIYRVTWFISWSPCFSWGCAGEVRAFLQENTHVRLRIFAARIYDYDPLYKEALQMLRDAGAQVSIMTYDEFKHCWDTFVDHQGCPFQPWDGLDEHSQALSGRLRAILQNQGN
# mIAP block: mouse IAP inhibition | AID 2806 | inhibition, % at 10 µM | actives 0.2% (n = 330,000) | purified mouse IAP, CDP-Star luminescence, 30 min;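 active = inhibition of at least 40% at 10 µM in the primary screen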;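 also: plate controls were DMSO with enzyme for no effect and no enzyme wells for full effect; values of inactives mirror those of a sister screen read the other way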
# SENP1 FRET inh: blocks the human SENP1 SUMO protease catalytic domain; Q9P0U3; recombinant SENP1 catalytic domain, CyPet-SUMO1-YPet FRET cleavage; inhibition, % at 10 µM; actives 0.21% (n = 360,000);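 active = inhibition at least 30% at 10 µM, raw YFP signal under a set limit, fluorescence ratio 0.5 to 1.5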;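 also: 0% = enzyme with DMSO and 100% = no enzyme wells; some results filed as inactive read as strong as hits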
# Target sequence (Q9P0U3 419-644 limits assumed): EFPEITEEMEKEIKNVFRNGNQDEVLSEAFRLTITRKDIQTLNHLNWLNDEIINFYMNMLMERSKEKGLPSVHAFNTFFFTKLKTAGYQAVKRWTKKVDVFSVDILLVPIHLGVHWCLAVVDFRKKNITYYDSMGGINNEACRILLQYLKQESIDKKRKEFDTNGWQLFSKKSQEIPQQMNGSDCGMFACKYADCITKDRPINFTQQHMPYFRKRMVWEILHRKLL
#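 Assay system: hSENP1 catalytic domain, recombinant. Amount: SENP1 enzyme, 20 pM final. Schedule: 50 min reaction, RT, dark. Technique: FRET, CFP and YFP emission. Control set: no-enzyme wells low, DMSO-plus-enzyme wells high control.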
# MIN6 prolif: MIN6 beta-cell proliferation induction; MIN6 cells proliferation, ATPlite luminescence, 48 h; cells starved in 0.2% serum; 100% = growth in 10% serum; actives 0.29% (n = 330,000); proliferation, % at 10 µM;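 active = compounds whose signal lies at least 3.5 SD above the mean of all wells on their plate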;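 also: 0% = DMSO-treated cells in low-serum medium and 100% = 10% serum control; some compounds called inactive have numbers as strong as hits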
# A3G deaminase: inhibitors of human APOBEC3G DNA deaminase | actives 0.28% (n = 330,000) | AID 493012 | Q9HC16 | recombinant A3G, ssDNA deamination FAM/TAMRA fluorescence | inhibition, % at 20 µM;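 active = inhibition of at least 40% at 20 µM, with no more than 30% in the related APOBEC3A deaminase screen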;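 also: plate controls were DMSO wells with A3G for no effect and wells lacking A3G enzyme for full effect; some compounds called inactive have numbers as strong as hits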
# Target sequence (Q9HC16 whole entry, looked up): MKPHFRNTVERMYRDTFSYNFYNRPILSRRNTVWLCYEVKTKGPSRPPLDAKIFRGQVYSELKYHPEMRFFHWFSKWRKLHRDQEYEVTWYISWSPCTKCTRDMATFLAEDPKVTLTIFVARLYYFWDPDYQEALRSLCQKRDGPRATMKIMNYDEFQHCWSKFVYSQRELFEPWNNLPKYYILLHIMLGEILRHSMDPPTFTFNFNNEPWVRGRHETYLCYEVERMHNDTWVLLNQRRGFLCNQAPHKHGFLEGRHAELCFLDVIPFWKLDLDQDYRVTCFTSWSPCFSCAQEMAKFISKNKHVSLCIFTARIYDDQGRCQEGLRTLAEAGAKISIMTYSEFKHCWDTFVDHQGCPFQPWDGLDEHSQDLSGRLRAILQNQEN
# mIAP activ: increases mouse intestinal alkaline phosphatase activity; muIAP, CDP-Star luminescence, 30 min; stronger effect = higher value; 1 = vehicle-only enzyme signal, 0 = enzyme-free wells; activation factor at 10 µM; actives 0.24% (n = 330,000); AID 2805;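 active = activation factor of at least 2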; also: the source names both 10 and 20 µM as test concentration; values of inactives mirror those of a sister screen read the other way
#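 System: Mouse IAP enzyme | Also added: CDP-Star substrate | Dosing: Compounds dispensed in DMSO | Schedule: 30 min enzyme-substrate-compound incubation at room temperature | Technique: Chemiluminescence readout | Control set: DMSO-only wells and no-enzyme negative control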
# hIAP activ: increases human intestinal alkaline phosphatase activity | activation factor at 10 µM | purified human IAP, CDP-Star luminescence, 30 min; stronger effect = higher value; 1 = vehicle-only enzyme, 0 = enzyme-free background | P09923 | actives 0.16% (n = 330,000) | AID 2524;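 active = activation factor of the enzyme at least 2-fold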; also: the source names both 10 and 20 µM as test concentration; values of inactives mirror those of a sister screen read the other way
# NLRP3 yeast inh: NALP3 inhibition in yeast | Yeast reconstituted NLRP3/ASC/caspase-1, beta-gal luminescence, 24 h | inhibition, % at 10 µM | actives 0.39% (n = 330,000) | AID 2825;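 active = inhibition of 50% or more; inactive = inhibition below 50%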;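 also: plate controls were induced DMSO wells for no effect and uninduced yeast grown without galactose for full effect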
# hIAP inh: human IAP inhibition; purified IAP, CDP-Star luminescence, 30 min; inhibition, % at 10 µM; actives 0.12% (n = 330,000); AID 2544;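 active = inhibition reaching a set limit with compound at 10 µM in the primary screen, cut at about 35% in these data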;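 also: plate controls were DMSO wells with enzyme for no effect and no-enzyme buffer wells for full effect; values of inactives mirror those of a sister screen read the other way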
# Starred values were filed as active, the others as inactive.
SMILES,APOBEC3A inh,mIAP block,SENP1 FRET inh,MIN6 prolif,A3G deaminase,mIAP activ,hIAP activ,NLRP3 yeast inh,hIAP inh
COc1ccc(CNS(=O)(=O)c2ccc3c(c2)N(C)CCO3)cc1,-3.2,3.8,0.3,1.0,-5.3,0.962,1.07,2.7,-7.3
COc1cccc(OCC(O)CN2CCOCC2)c1 (stereo not given),0.9,-9.1,1.4,-1.8,-4.5,1.09,1.02,16.8,-1.9
O=C(OCC(=O)N1CCCC1=O)c1cc(Cl)ccc1O,-3.0,7.3,1.6,-0.8,-9.3,0.927,0.802,16.6,19.8
N#CCSc1nc(-c2ccccc2)c2cc(Cl)ccc2n1,-7.5,-2.3,0.0,0.0,-7.1,1.02,1.5,-9.2,-50.1
Cc1ccc(NC(=O)CSc2nnc(Cn3cnc4ccccc43)o2)c(C)c1,3.2,9.2,-1.8,1.3,-2.6,0.908,0.939,-0.4,6.1
Cc1cc2[nH]c(=O)cc(-c3ccccc3)n2n1,-0.9,-10.7,-4.5,-4.8,-2.6,1.11,0.897,20.1,10.3
CCOC(=O)CN(C)C(=O)C1CCCN1C(=O)OC(C)(C)C (stereo not given),-5.5,-2.8,0.9,-2.5,-13.4,1.03,0.897,0.6,10.3
O=C(COC(=O)c1ccc([N+](=O)[O-])s1)NC(=O)NCc1ccccc1,-2.1,5.9,1.7,-2.4,-1.6,0.941,1.18,20.9,-18.0
CC(OC(=O)CSc1ccc([N+](=O)[O-])cc1)C(=O)NC1CC1 (stereo not given),1.4,2.6,5.6,5.0,-3.6,0.974,1.09,13.6,-8.6
CCN(CC)C(=O)CN1C(=O)C2(NC(=O)c3ccccc3N2)c2ccccc21 (stereo not given),-5.4,13.8,-7.7,0.2,-5.0,0.862,0.923,3.1,7.7
Oc1ccc(/C=N/Nc2ccnc3cc(Cl)ccc23)cc1O,-0.2,11.5,-41.7,-6.3,-0.7,0.885,0.767,7.9,23.3
CCOC(=O)C1=C(O)/C(=C/c2ccc(OCC(=O)Nc3ccc(C)cc3)cc2)N=C1C,0.9,10.2,-29.3,-6.5,1.1,0.898,0.95,-1.2,5.0
O=C(C1Cc2ccccc2O1)N1CCCCC1 (stereo not given),5.0,-1.9,0.3,0.5,-1.6,1.02,0.913,14.7,8.7
O=C(NCc1ccncc1)C(=O)NC1CC1,-6.0,-11.8,-1.2,-3.8,-1.7,1.12,1.04,-3.4,-3.6
CCCOc1c(OC)cccc1C1CC(=O)Nc2cc3c(cc21)OCCO3 (stereo not given),-2.2,-0.3,-1.0,-2.6,-8.8,1,0.978,1.1,2.2
CCCOc1ccc(OCCSc2ncccn2)cc1,1.3,5.8,1.3,-1.2,2.4,0.942,0.954,12.3,4.6
O=C(OCC(=O)N1CCN(C(=O)c2ccco2)CC1)c1cccc(F)c1,-4.3,3.9,0.0,1.2,-8.3,0.961,0.898,-3.8,10.2
CC(NC(=O)c1ccco1)C(c1cccs1)N1CCOCC1 (stereo not given),-2.8,-5.3,1.4,-3.1,-9.5,1.05,0.805,-8.6,19.5
Cc1nc2ccc([N+](=O)[O-])cc2c(=O)n1Cc1ccc(F)cc1,0.3,5.1,1.2,0.2,-2.8,0.949,1.05,-38.3,-5.2
COC(=O)c1ccc([C@H]2CC(=O)O2)cc1,-0.8,1.3,-2.6,-7.3,-0.3,0.987,0.967,12.4,3.3
O=C(NCc1ccco1)C1CCN(S(=O)(=O)c2cccc([N+](=O)[O-])c2)CC1,-3.1,-0.4,1.4,-1.9,-7.6,1,1.08,0.5,-7.6
COc1ccc(/C=C/C(=O)N2CCN(S(=O)(=O)/C=C/c3ccccc3)CC2)cc1OC,-1.0,-6.4,1.2,0.7,-11.5,1.06,1.04,0.9,-4.4
COc1ccc2cc(Br)ccc2c1CC(=O)NCC1CCCO1 (stereo not given),1.9,-14.7,-1.3,-2.4,-5.9,1.15,1.08,13.1,-7.7
Cc1oc(-c2cccc(Cl)c2)nc1CN1CCC(C(=O)NCCCN2CC(C)CC(C)C2)CC1 (stereo not given),-4.3,-9.0,-2.1,-3.8,-5.3,1.09,1.55,5.3,-55.4
Cc1cc(SCC(=O)Nc2ccccc2C)nc(C)n1,-1.1,6.2,2.7,-1.3,-10.2,0.938,0.96,-2.3,4.0

# 4 structures out of the list, sorted by molar mass, descending.
SMILES,APOBEC3A inh,mIAP block,SENP1 FRET inh,MIN6 prolif,A3G deaminase,mIAP activ,hIAP activ,NLRP3 yeast inh,hIAP inh
COc1ccc(/C=C/C(=O)N2CCN(S(=O)(=O)/C=C/c3ccccc3)CC2)cc1OC,-1.0,-6.4,1.2,0.7,-11.5,1.06,1.04,0.9,-4.4
COc1ccc(CNS(=O)(=O)c2ccc3c(c2)N(C)CCO3)cc1,-3.2,3.8,0.3,1.0,-5.3,0.962,1.07,2.7,-7.3
N#CCSc1nc(-c2ccccc2)c2cc(Cl)ccc2n1,-7.5,-2.3,0.0,0.0,-7.1,1.02,1.5,-9.2,-50.1
O=C(C1Cc2ccccc2O1)N1CCCCC1 (stereo not given),5.0,-1.9,0.3,0.5,-1.6,1.02,0.913,14.7,8.7

# (continued)
SMILES,APOBEC3A inh,mIAP block,SENP1 FRET inh,MIN6 prolif,A3G deaminase,mIAP activ,hIAP activ,NLRP3 yeast inh,hIAP inh
O=[N+]([O-])c1cccc(S(=O)(=O)NCCCN2CCOCC2)c1,-2.9,-22.8,0.2,-1.4,-6.8,1.23,0.981,1.7,1.9
O=C(Nc1ccccn1)C1CCN(S(=O)(=O)c2ccc3c(c2)OCCO3)CC1,-3.0,-5.9,1.4,1.0,-7.9,1.06,0.824,4.3,17.6
O=C(NCCS(=O)(=O)N1CCc2ccccc2C1)c1ccccc1,-2.1,-4.0,-1.6,0.4,-11.7,1.04,0.936,12.3,6.4
CCOC(=O)c1sc2nc(C(C)C)c3c(c2c1N)CCC3,3.4,-37.3,-63.0,0.0,-9.9,1.37,0.908,13.0,9.2
Cc1ccc(C)c(CN2CCC(CNC(=O)Nc3ccc(F)c(Cl)c3)CC2)c1,-4.6,-235.1,-0.2,-6.3,-6.2,3.35*,1.54,17.0,-53.9
COC(=O)c1c(C)c(C)nc(N)c1C#N,1.2,2.3,-3.4,-2.1,-1.4,0.977,1.11,8.7,-10.8
CN(Cc1ccccc1)C(=O)COC(=O)c1cc(Cl)nc(Cl)c1,5.8,0.2,3.0,0.7,-10.2,0.998,1.01,2.5,-1.2
CC(=O)N(Cc1ccc(Cl)cc1)c1cnccn1,1.3,-8.8,-12.2,-0.9,0.4,1.09,0.989,-2.1,1.1
O=C(CCCCC(=O)Nc1ccccc1)Nc1ccccc1,-1.8,-2.1,0.5,1.3,2.0,1.02,1.09,10.8,-8.7
CCCNC(=O)N1CCC(C(=O)c2ccc(F)cc2)CC1,-0.7,4.9,0.3,-2.1,-3.8,0.951,1.03,11.8,-3.1
COc1cc(OC)cc(C(=O)Nc2ccc(-c3nc4ccccc4o3)cc2)c1,2.7,9.9,-1.5,-3.1,-3.3,0.901,0.932,29.8,6.8
Cn1c(=O)n(C)c2cc(S(=O)(=O)Nc3ccc(F)cc3)ccc21,-5.9,5.6,2.3,-2.5,-4.4,0.944,1.03,1.7,-3.5
CC(Oc1ccccc1F)C(=O)NN (stereo not given),0.5,-3.4,0.3,-3.5,-5.6,1.03,1.11,16.3,-10.8
CCN(C(=O)C1CCCO1)c1ccccc1 (stereo not given),0.2,5.9,1.6,-0.7,-5.3,0.941,0.757,17.3,24.3
COc1cc(/C=C(\C#N)C(=O)N2CCOCC2)cc(Br)c1O,-3.8,3.4,-89.0,-1.8,-9.8,0.966,1.16,18.6,-16.2
O=C(C[C@@H]1C/C=C\C[C@H](NC(=O)OCC2c3ccccc3-c3ccccc32)C(=O)OC[C@H]2CCCN2C1=O)NCCO,-1.4,-4.7,-0.7,-6.2,-1.2,1.05,1.1,-12.7,-10.3
Cc1ccc(-n2c3c(c(=O)[nH]c2=O)C(NS(=O)(=O)c2ccc(C)cc2)(C(F)(F)F)C(=O)N3)cc1 (stereo not given),-1.7,8.0,1.4,0.6,-8.4,0.92,0.885,3.1,11.5
Cc1cc(C)n2ncc(/C(N)=N/OC(=O)c3ccccc3F)c2n1,6.9,-4.9,3.3,-1.2,3.2,1.05,1.75,5.3,-74.6
CCOC(=O)Nc1ccc2c(c1)OCO2,0.0,-6.9,-0.9,0.7,-2.1,1.07,1.13,4.7,-13.4
Cc1ccc(C(=O)NNC(=O)c2ccco2)cc1,1.9,9.9,1.3,2.5,-1.0,0.901,1.21,-8.6,-20.8
CCOC(=O)c1ccc(NC(=S)NC(=O)c2cncc(Br)c2)cc1,-3.1,16.7,0.1,-5.3,-7.8,0.833,0.714,17.7,28.6
COc1ccc(NC(=O)c2cccc(NS(=O)(=O)c3ccccc3)c2)cc1,0.6,-6.1,-0.8,-1.8,-1.4,1.06,0.979,17.0,2.1

# Five entries from above in a different format.
# Below each SMILES: APOBEC3A inh | mIAP block | SENP1 FRET inh | MIN6 prolif | A3G deaminase | mIAP activ | hIAP activ | NLRP3 yeast inh | hIAP inh
O=C(C[C@@H]1C/C=C\C[C@H](NC(=O)OCC2c3ccccc3-c3ccccc32)C(=O)OC[C@H]2CCCN2C1=O)NCCO
 : -1.4 | -4.7 | -0.7 | -6.2 | -1.2 | 1.05 | 1.1 | -12.7 | -10.3
CCOC(=O)CN(C)C(=O)C1CCCN1C(=O)OC(C)(C)C (stereo not given)
 : -5.5 | -2.8 | 0.9 | -2.5 | -13.4 | 1.03 | 0.897 | 0.6 | 10.3
O=C(NCc1ccco1)C1CCN(S(=O)(=O)c2cccc([N+](=O)[O-])c2)CC1
 : -3.1 | -0.4 | 1.4 | -1.9 | -7.6 | 1 | 1.08 | 0.5 | -7.6
CCOC(=O)c1sc2nc(C(C)C)c3c(c2c1N)CCC3
 : 3.4 | -37.3 | -63.0 | 0.0 | -9.9 | 1.37 | 0.908 | 13.0 | 9.2
COc1ccc(/C=C/C(=O)N2CCN(S(=O)(=O)/C=C/c3ccccc3)CC2)cc1OC
 : -1.0 | -6.4 | 1.2 | 0.7 | -11.5 | 1.06 | 1.04 | 0.9 | -4.4

# mIAP activ: entries above that show a hit.
SMILES	APOBEC3A inh	mIAP block	SENP1 FRET inh	A3G deaminase	mIAP activ	hIAP activ	NLRP3 yeast inh	hIAP inh
Cc1ccc(C)c(CN2CCC(CNC(=O)Nc3ccc(F)c(Cl)c3)CC2)c1	-4.6	-235.1	-0.2	-6.2	3.35*	1.54	17.0	-53.9

# The list is partial; rates above refer to the full screens.
